Screens deposited in PubChem by National Center for Advancing Translational Sciences (NCATS).
TGFb SMAD3 inh: qHTS for Inhibitors of TGF-b; actives 1.2% (n = 410,000); AID 588855, 2011; HepG2 CAGA-GFP TGF-b/SMAD3 reporter, GFP fluorescence, 18 h; TGF-beta stimulated, 500 pg/mL final; Potency, µM (highest dose often 46.1 µM), for the others: at the top dose activity, negative = inhibition, usual class: inhibitors; note: % is set by controls: 0 for no effect and ±100 for the full control effect; nearly all actives have a fitted effect of over 65% in size
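First, reporter cells (HEPG2 CAGA-GFP) rested 2 h at 37 degrees C. Next, compounds were pinned in and TGF-beta added to 500 pg/mL final. After 18 h, GFP was imaged per cell and summed per well.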
A549 viability: Nrf2 qHTS screen for inhibitors: counterscreen for cytotoxicity; AID 504648, 2011; actives 0.16% (n = 390,000); A549 ARE-Fluc cells, CellTiter-Fluor viability, 18-24 h; Potency, µM (titrated, usually from 46 µM), for the others: at the highest dose activity change, negative = cytotoxicity, most hits filed as inhibitors; note: % is set by controls: 0 for no effect and ±100 for the full control effect
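Cytotoxicity counterscreen: CellTiter-Fluor fluorescence was measured in A549 ARE_Fluc cells after 18-24 h of compound exposure in a concentration series. The subsequent BugLite luminescent read reports ARE-luciferase activity.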
EPAC2 antagonist: qHTS for Antagonist of cAMP-regulated guanine nucleotide exchange factor 2 (EPAC2): primary screen; EPAC2 GEF exchange of Rap1B-BODIPY-GDP, fluorescence; Potency, µM (series often up to 114 µM), without a hit: at the top dose activity, negative = inhibition, hits mostly inhibitors; actives 0.18% (n = 360,000); note: % is set by controls: 0 for no effect and ±100 for the full control effect; nearly all actives have a fitted effect of over 45% in size; many of its hits are not listed in these tables
Target sequence (Q8WZA2 whole entry, looked up): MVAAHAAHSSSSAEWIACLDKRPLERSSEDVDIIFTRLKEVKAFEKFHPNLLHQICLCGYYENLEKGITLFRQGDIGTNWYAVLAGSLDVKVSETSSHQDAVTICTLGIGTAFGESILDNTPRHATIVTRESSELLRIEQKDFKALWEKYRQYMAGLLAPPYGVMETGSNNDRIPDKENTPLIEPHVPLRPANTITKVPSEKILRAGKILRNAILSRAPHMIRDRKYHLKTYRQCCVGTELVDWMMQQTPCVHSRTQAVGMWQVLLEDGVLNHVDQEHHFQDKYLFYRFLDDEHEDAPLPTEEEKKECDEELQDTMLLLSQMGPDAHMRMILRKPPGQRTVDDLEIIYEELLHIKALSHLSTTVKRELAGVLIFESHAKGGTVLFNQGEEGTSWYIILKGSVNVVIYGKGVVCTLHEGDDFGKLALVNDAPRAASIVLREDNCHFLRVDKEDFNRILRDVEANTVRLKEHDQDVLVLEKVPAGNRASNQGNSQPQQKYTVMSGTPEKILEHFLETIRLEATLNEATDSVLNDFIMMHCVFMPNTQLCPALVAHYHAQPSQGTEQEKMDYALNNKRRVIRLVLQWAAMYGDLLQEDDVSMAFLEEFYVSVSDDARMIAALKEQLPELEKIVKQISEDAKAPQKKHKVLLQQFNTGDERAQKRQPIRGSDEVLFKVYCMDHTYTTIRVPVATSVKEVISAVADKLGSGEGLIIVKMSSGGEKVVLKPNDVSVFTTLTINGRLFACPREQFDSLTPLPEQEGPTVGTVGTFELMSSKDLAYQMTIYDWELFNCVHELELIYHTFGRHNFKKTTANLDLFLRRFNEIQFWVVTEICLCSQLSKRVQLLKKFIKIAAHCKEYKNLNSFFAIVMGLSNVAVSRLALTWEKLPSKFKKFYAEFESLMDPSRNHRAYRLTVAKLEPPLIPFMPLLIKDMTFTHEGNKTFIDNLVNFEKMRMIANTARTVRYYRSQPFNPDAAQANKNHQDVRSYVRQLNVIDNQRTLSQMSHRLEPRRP
Nrf2 activator: qHTS of Nrf2 Activators. AREc32 ARE-luciferase reporter (MCF7-derived line), luminescence, 24 h. Potency, µM (series often up to 46.1 µM), without a hit: at the top dose activation, actives largely listed as activators. actives 0.31% (n = 410,000); note: % of control where 0% means no effect; nearly all actives have a fitted effect of over 65% in size
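ARE activation measured as luciferase luminescence (Steady-Glo, 30 min RT) in AREc32_Fluc cells after 24 hr compound exposure at 37 deg C, 5% CO2; cells seeded overnight at 1000/well in OPTI-MEM, 5% FBS.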
ATXN2 expr inh: Primary qHTS for Inhibitors of ATXN expression; HEK-293 ATXN2-luciferase reporter, luminescence, 24 h; Potency, µM (top dose mostly 57 µM), for the others: at the highest dose activity change, negative = inhibition, hits mostly inhibitors; actives 0.72% (n = 360,000); AID 1745845, 2022; note: % is set by controls: 0 for no effect and ±100 for the full control effect; nearly all actives have a fitted effect of over 55% in size
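ATXN2-luciferase reporter cells (luciferase flanked by upstream and downstream ATXN2 gene portions) were treated 24 h at 37 °C with compounds at up to 57 uM. SteadyGlo luminescence gave expression; GF-AFC fluorescence gave viability.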
Nrf2 inh: Nrf2 qHTS screen for inhibitors; actives 2.1% (n = 360,000); Potency, µM (highest dose often 46 µM), for the others: at the highest dose activity change, negative = inhibition, hits mostly inhibitors; A549 ARE-Fluc reporter, luciferase luminescence, 18-24 h; AID 504444, 2011; note: % is set by controls: 0 for no effect and ±100 for the full control effect; nearly all actives have a fitted effect of over 60% in size
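Two sequential reads on A549 ARE_Fluc cells exposed to compound for 18-24 h: a CellTiter-Fluor fluorescence read for viability, then a luciferase luminescence read for Nrf2/ARE activity.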
MCF10A rereplic: A quantitative high throughput screen for small molecules that induce DNA re-replication in MCF 10a normal breast cells | MCF 10A DNA re-replication, Hoechst nuclear intensity, 48 h | Potency, µM (doses to about 46.1 µM), inactives show top-dose activity, positive = re-replication, usual class: activators | actives 2.9% (n = 350,000); note: % of control where 0% means no effect; nearly all actives have a fitted effect of over 50% in size
HepG2 tox: qHTS for Inhibitors of TGF-b: Cytotox Counterscreen | actives 0.76% (n = 410,000) | HepG2 CAGA-GFP viability, ATP luminescence, 18 h | Potency, µM (titrated, usually from 46.1 µM), inactives show top-dose activity change, negative = cytotoxicity, hits mostly cytotoxic; note: some results filed as inactive show a strong effect at the top dose
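HepG2 CAGA-GFP cells (1000/well, DMEM with 1% FBS) received compound, then TGF-beta at 500 pg/mL final, and were incubated 18 hours at 37 degrees C. Viability was read by CellTiter-Glo luminescence. Media-only wells were set as complete cell-killing and DMSO as no toxicity.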
ATXN viability: Viability Counterscreen for Primary qHTS for Inhibitors of ATXN expression; S2 cells (HEK-293 line with an ATXN2-luciferase reporter) viability, CellTiter-Fluor protease fluorescence, 24 h; Potency, µM (top dose mostly 56.7 µM), actives largely listed as cytotoxic; actives 0.49% (n = 400,000); note: nearly all actives have a fitted effect of over 40% in size
* marks the source's active call; other numbers are inactive results; i = inactive; ? = inconclusive; · = no result given; [ ] = another dose, or the depositor's remark. Calls come from the whole dose curve; as a rule, active = well fitted curve in the direction sought with a large enough effect; inconclusive = small, poorly fitted or top-dose-only effect, or another doubt; inactive = no such curve, though single readings can be large; an effect the other way counts as inactive or inconclusive. Potency is the fitted concentration of half-maximal effect. The list is partial; count on the stated rates, not on these rows.

Assay codes: A = TGFb SMAD3 inh; B = A549 viability; C = EPAC2 antagonist; D = Nrf2 activator; E = ATXN2 expr inh; F = Nrf2 inh; G = MCF10A rereplic; H = HepG2 tox; I = ATXN viability
> COC(=O)Nc1nc2ccc(SC(C)C)cc2[nH]1
  A: ?	B: -14%	C: -11%	D: 3.2%	E: 10%	F: ?	G: 1.6µM*	H: -11%	I: ?
> Cc1cccn2c(=O)c3cc(C(=O)NC(C)C)n(C)c3nc12
  A: ?	B: 0%	C: ·	D: 4.9%	E: ·	F: -10%	G: ·	H: -32%	I: ·
> CCOC(=O)c1cn(CC(=O)Nc2ccc(C(C)C)cc2)nn1
  A: 15%	B: 3%	C: -11%	D: -0.5%	E: -6%	F: 4%	G: -16%	H: -4%	I: i
> O=C1CC(C(=O)Nc2ccc(F)cc2)n2cnnc2N1 (configuration not stated)
  A: 22%	B: 4%	C: 7%	D: -0.3%	E: -18%	F: 3%	G: 0%	H: 23%	I: i
> O=S(=O)(Nc1ccc(Cl)cc1)c1cccc(S(=O)(=O)c2ccc(Cl)c(Cl)c2)c1
  A: 14µM*	B: -16%	C: ·	D: 6.0%	E: ?	F: ?	G: ·	H: -78%	I: ?
> Cc1ccc(-c2cc(C(=O)NCCCn3ccnc3)c3ccccc3n2)s1
  A: -3%	B: -3%	C: 11%	D: 3.1%	E: 3%	F: 19%	G: ?	H: 8%	I: i
> Cc1cc(C)c(C)c(S(=O)(=O)N(C)CCc2ccccn2)c1C
  A: ?	B: 5%	C: -6%	D: -0.6%	E: 10%	F: ?	G: 8%	H: -16%	I: i
> S=C(c1ccc(N2CCCC2)cc1)N1CCCCC1
  A: 0%	B: 2%	C: 4%	D: -0.3%	E: 29%	F: ?	G: -6%	H: -62%	I: i
> O=C(c1ccccc1)C1CCc2occc2C1=O (configuration not stated)
  A: -7%	B: 0%	C: -2%	D: -0.1%	E: -4%	F: ·	G: -9%	H: -20%	I: i
> COc1cccc(N2CC(NC(=O)c3ccc4c(c3)OCO4)CC2=O)c1 (configuration not stated)
  A: 15%	B: 2%	C: ·	D: -0.3%	E: ·	F: ·	G: ·	H: 0%	I: ·
> CC(=O)Nc1ccc2nc(NC(=O)CS(=O)(=O)c3ccc(C)cc3)sc2c1
  A: -25%	B: -3%	C: ·	D: 4.0%	E: ·	F: ·	G: ·	H: 0%	I: ·
> COc1ccc(CNC(=O)c2sc(=S)n(-c3ccccc3)c2N)cc1
  A: 0%	B: -5%	C: 3%	D: -0.2%	E: 19%	F: -10%	G: ?	H: -43%	I: i
> O=C(CSc1ccc(Cl)cc1)NC1CCCc2ccccc21 (configuration not stated)
  A: 4%	B: 11%	C: -11%	D: -0.4%	E: -22%	F: -1%	G: 3%	H: 4%	I: i
> O=C(Nc1ccc(C(=O)N2CCCCC2)cc1)c1ccc(Br)cc1
  A: 9%	B: -15%	C: -5%	D: 0.9%	E: 5%	F: ?	G: 2%	H: -20%	I: i
> CCOc1ccccc1CNC(=O)c1ccc2c(c1)N(Cc1ccc(C)cc1)CCS2
  A: ·	B: 2%	C: ·	D: 4.9%	E: ·	F: -29%	G: ·	H: -12%	I: ·
> Cc1cccc(NC(=O)C2C(C(=O)O)C3C=CC2C32CC2)c1C (configuration not stated)
  A: -5%	B: -18%	C: 4%	D: 1.0%	E: 2%	F: 14%	G: 1%	H: -36%	I: i
> CC12CCC(C(=O)O)(c3nc4cc([N+](=O)[O-])ccc4nc31)C2(C)C (configuration not stated)
  A: 9%	B: -9%	C: -3%	D: -0.2%	E: -1%	F: -4%	G: 2%	H: 26%	I: i
> C[C@@H]1C=C[C@](Cc2ccccc2)(C(=O)NCCc2c[nH]c3ccccc23)N1C(=O)c1ccccc1
  A: ?	B: -9%	C: -9%	D: 4.9%	E: -29%	F: -20%	G: 12%	H: -4%	I: ?
> CNC(=S)N/N=C/c1ccc(-c2ccc(C(=O)O)cc2)o1
  A: -7%	B: 3%	C: 0%	D: -0.7%	E: -1%	F: 5%	G: ?	H: -73%	I: i
> C[C@@H]1CN([C@@H](C)CO)C(=O)c2cc(Br)cnc2O[C@H]1CN(C)C(=O)c1ccncc1
  A: -9%	B: ·	C: 1%	D: 0.5%	E: -2%	F: ·	G: ·	H: -1%	I: i
> CC1CCCCN1S(=O)(=O)c1ccc2c(c1)C(C)(C)C(=O)N2C (configuration not stated)
  A: -14%	B: 2%	C: 7%	D: 0.5%	E: 7%	F: -7%	G: -6%	H: -23%	I: i
> COc1cc2cc(CNc3ccccc3)c(=O)n(CC(=O)Nc3cc(C)cc(C)c3)c2cc1OC
  A: 1%	B: 2%	C: ·	D: 14%	E: 12%	F: ?	G: ·	H: -16%	I: i
> CCc1ccc(OCC(=O)NNC(=O)c2cnccn2)c(Br)c1
  A: -4%	B: -1%	C: 4%	D: 0.2%	E: -18%	F: -15%	G: ?	H: -4%	I: i
> CC(=O)Nc1ccc(-n2c(C)ccc2C)cc1
  A: -8%	B: 0%	C: -7%	D: 13%	E: -28%	F: -7%	G: 7%	H: -11%	I: i
> CCN(CC)c1ccc(/C=N/Nc2nc(C)cc(=O)[nH]2)cc1
  A: -2%	B: -14%	C: 3%	D: 0.1%	E: -5%	F: -23%	G: 8%	H: -22%	I: i
> COc1ccc(C(=O)Nc2cc(OC)c(Cl)cc2Cl)cc1
  A: 0%	B: 6%	C: 7%	D: 5.9%	E: 20%	F: 18%	G: -41%[inhibitor]	H: -3%	I: i
> NC(=O)/C(=C\c1ccncc1)c1cccc2ccccc12
  A: -3%	B: -6%	C: -11%	D: 0.5%	E: ·	F: -25%	G: -4%	H: 6%	I: i
> COc1cc(CCC(=O)OCC(=O)NCCc2ccc(S(N)(=O)=O)cc2)cc(OC)c1OC
  A: 14%	B: 7%	C: 4%	D: -0.4%	E: -12%	F: 14%	G: 2%	H: 18%	I: i
> Cc1cccc(C)c1N(CC(=O)N/N=C/c1cc(Br)c(C)o1)S(C)(=O)=O
  A: -17%	B: 1%	C: -2%	D: 1.7%	E: 0%	F: -4%	G: 7%	H: 3%	I: i
> Cc1ccc2nc(-c3cc(N)cc(N)c3)oc2c1
  A: -14%	B: 1%	C: 1%	D: 0.4%	E: ?	F: -20%	G: 8%	H: -39%	I: ?

Two compounds from above, limited to EPAC2 antagonist and TGFb SMAD3 inh.
canonical_smiles,EPAC2 antagonist,TGFb SMAD3 inh
NC(=O)/C(=C\c1ccncc1)c1cccc2ccccc12,-11%,-3%
COc1cc(CCC(=O)OCC(=O)NCCc2ccc(S(N)(=O)=O)cc2)cc(OC)c1OC,4%,14%

(cont.)
Assay codes: A = TGFb SMAD3 inh; B = A549 viability; C = EPAC2 antagonist; D = Nrf2 activator; E = ATXN2 expr inh; F = Nrf2 inh; G = MCF10A rereplic; H = HepG2 tox; I = ATXN viability
> Cc1ccc(-n2nc3c(N4CCCC(C(=O)NCCc5ccccc5)C4)nnc(C)c3c2C)cc1 (configuration not stated)
  A: ?	B: -17%	C: ·	D: 0.8%	E: -27%	F: -12%	G: ·	H: -56%	I: ·
> O=C(Nc1cc(C(F)(F)F)ccc1N1CCOCC1)c1ccccc1F
  A: 15%	B: 11%	C: 2%	D: -1.0%	E: -3%	F: 0%	G: 0%	H: -2%	I: i
> COc1ccc(CCNC(=O)COC(=O)Cc2ccc(OC)cc2)cc1
  A: ?	B: 0%	C: 0%	D: 0.3%	E: -9%	F: -2%	G: -7%	H: 1%	I: i
> CC(CNC(=O)c1ccc(-c2ccccc2)cc1)CN(C)C (configuration not stated)
  A: 3%	B: 10%	C: -6%	D: 0.4%	E: -4%	F: -5%	G: -2%	H: 1%	I: i
> O=C(Nc1ccc2ccccc2c1)/C(=C\c1ccc2c(c1)OCO2)NC(=O)c1ccco1
  A: -15%	B: -10%	C: -9%	D: -0.7%	E: -3%	F: -25%	G: 0%	H: -1%	I: i
> Cc1ccc(CN2CCN(Cc3ccc(Oc4ncccn4)cc3)CC2CCO)cc1 (configuration not stated)
  A: -18%	B: -10%	C: -2%	D: -0.8%	E: ·	F: 0%	G: 3%	H: -18%	I: ?
> FC(F)(F)c1ccc(Oc2ccccc2Cl)nc1
  A: -9%	B: -1%	C: -1%	D: -0.5%	E: -2%	F: -6%	G: -3%	H: -3%	I: i
> CCOC(=O)c1ccccc1NC(=O)N(C(C)C)C1CCN(C(C)=O)CC1
  A: -4%	B: -1%	C: ·	D: 3.1%	E: ·	F: 6%	G: ·	H: -6%	I: ·
> CN(C)S(=O)(=O)c1ccc(C(=O)N(Cc2cccnc2)c2nc3c(F)cc(F)cc3s2)cc1
  A: -9%	B: -9%	C: ·	D: -0.6%	E: ·	F: ·	G: ·	H: -13%	I: ·
> CCc1ccc(NC(=O)C2CCN(S(=O)(=O)c3cccc(-c4noc(C)n4)c3)CC2)cc1
  A: -35%	B: 2%	C: ·	D: 5.5%	E: ?	F: ·	G: ·	H: -18%	I: ?
> CNC(=O)c1ccc(-c2cc(C(F)(F)F)nn2C)s1
  A: 5%	B: -5%	C: 0%	D: 7.0%	E: ·	F: 1%	G: 1%	H: -19%	I: i
> O=C(CN1C(=O)c2ccccc2S1(=O)=O)NCc1ccccc1
  A: -32%	B: -5%	C: -4%	D: -0.4%	E: -10%	F: 1%	G: 6%	H: -5%	I: i
> CC(C)Nc1ccc(Nc2ccnc3cc4ccccc4cc23)cc1
  A: ?	B: ?	C: -4%	D: -2.4%	E: ?	F: ?	G: ?	H: 11µM*	I: ·
> O=C(NCC[C@@H]1C[C@@H]2C=C[C@H]1C2)c1cc(COc2ccc(F)cc2F)on1
  A: -25%	B: 1%	C: -6%	D: -0.3%	E: -17%	F: ?	G: 10%	H: -3%	I: i
> Cc1ccc(S(=O)(=O)CCN2CCN(c3ccccn3)CC2)cc1
  A: -19%	B: 1%	C: -1%	D: 6.7%	E: 3%	F: -3%	G: -2%	H: -1%	I: i
> COc1ccc(CCNC(=O)CCC(=O)N2CCN(S(=O)(=O)c3ccccc3)CC2)cc1OC
  A: 2%	B: 3%	C: -1%	D: -0.7%	E: -8%	F: 0%	G: 0%	H: -6%	I: i
> Cc1ccc(Nc2nc(-c3ccc(O)c(O)c3)cs2)nc1
  A: ?	B: 4%	C: -17%	D: 19%	E: 13%	F: ?	G: ?	H: -28%	I: i
